Luciferase inh = firefly luciferase inhibition; Potency, µM (top dose mostly 57.1 µM), for inactives: at the highest dose activity change, negative = inhibition, hits mostly inhibitors; 72,000 tested, 2.2% active; purified firefly luciferase, luminescence, 8 min; P08659; further: potency means the concentration at half of the fitted maximal effect; on the % scale 0 is the no-effect control and ±100 the full control effect; nearly all actives have a fitted effect of over 40% in size
Target sequence (P08659 whole entry, looked up): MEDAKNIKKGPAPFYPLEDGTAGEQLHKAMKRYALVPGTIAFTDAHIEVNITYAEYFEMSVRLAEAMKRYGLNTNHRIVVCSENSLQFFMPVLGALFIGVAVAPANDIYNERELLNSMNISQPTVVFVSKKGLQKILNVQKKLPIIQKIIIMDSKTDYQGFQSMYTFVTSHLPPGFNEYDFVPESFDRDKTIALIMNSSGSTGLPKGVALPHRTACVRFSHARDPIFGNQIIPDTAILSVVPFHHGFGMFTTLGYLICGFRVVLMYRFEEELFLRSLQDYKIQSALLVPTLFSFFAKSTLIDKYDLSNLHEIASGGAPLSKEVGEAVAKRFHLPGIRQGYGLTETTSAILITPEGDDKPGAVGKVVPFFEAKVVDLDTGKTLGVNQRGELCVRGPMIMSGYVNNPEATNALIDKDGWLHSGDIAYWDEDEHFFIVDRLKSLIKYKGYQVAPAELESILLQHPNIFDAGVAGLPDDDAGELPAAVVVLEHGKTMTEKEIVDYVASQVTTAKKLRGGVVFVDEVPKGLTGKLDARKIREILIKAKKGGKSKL
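Firefly luciferase (PKLight detection mix) with 10 uM ATP in pH 7.2 imidazole buffer (KCl, MgCl2, Tween 20, BSA). Compounds tested across a concentration series (qHTS). Luminescence read after 8 min at ambient temperature.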
Texas Red fluor = compounds fluorescent in Texas Red spectral region. Compound fluorescence, Texas Red channel, 547/618 nm; active compounds read high. max dye-equivalent concentration, M. 59,000 tested, 0.06% active. AID 587; in the data active means max dye-equivalent concentration above about 10 nM; inconclusive means between about 1.1 nM and that limit
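qHTS profiling of intrinsic compound fluorescence; 100 mM Tris pH 8.0; 15 min RT; ex 547 / em 618 nm; response expressed as Texas Red dye-equivalent concentration from six-point plate standard.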
HADH2 inhib = blocks human hydroxyacyl-CoA dehydrogenase type II | Q99714 | recombinant HADH2, NADH fluorescence, beta-hydroxybutyryl-CoA | Potency, µM (top dose mostly 57.1 µM), without a hit: at the top dose activity change, negative = inhibition, hits mostly inhibitors | 73,000 tested, 3.4% active | AID 886; further: potency means the concentration at half of the fitted maximal effect; on the % scale 0 is the no-effect control and ±100 the full control effect; nearly all actives have a fitted effect of over 60% in size; many of its hits are not listed in these tables
Target sequence (Q99714 whole entry, looked up, one chain of several): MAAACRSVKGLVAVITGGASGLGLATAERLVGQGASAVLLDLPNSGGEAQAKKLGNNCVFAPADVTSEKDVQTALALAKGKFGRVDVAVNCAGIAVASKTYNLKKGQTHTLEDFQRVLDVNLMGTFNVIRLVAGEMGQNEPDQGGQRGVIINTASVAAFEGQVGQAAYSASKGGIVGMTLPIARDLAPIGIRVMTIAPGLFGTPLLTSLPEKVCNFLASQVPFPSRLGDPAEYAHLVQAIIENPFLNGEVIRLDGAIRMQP
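His-tagged recombinant enzyme from E. coli, 20 nM, preincubated 15 min RT with compound; reaction started with 1 mM NAD+ and 90 uM beta-hydroxybutyryl-CoA in 100 mM Tris-HCl pH 9.0. NADH fluorescence (ex 360/em 450) read over 4 min; last-minus-first difference.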
Rhodamine fluor = compound fluoresces in the rhodamine spectral region. max dye-equivalent concentration, M. AID 594. Rhodamine-region fluorescence, 547/598 nm, Tris buffer; active compounds read high. 59,000 tested, 0.05% active; in the data active means max dye-equivalent concentration above about 11 nM; inconclusive means between about 1.1 nM and that limit
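Compounds in 100 mM Tris buffer, pH 8.0, were incubated 15 min at room temperature, then read at 547 nm excitation and 598 nm emission. Fluorescence was normalized against a per-plate six-point rhodamine standard curve as dye-equivalent concentration.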
Tau filament bind = binds recombinant human tau filaments; P10636; Potency, µM (top dose mostly 57.1 µM), inactives show at the highest dose activity change, negative = inhibition; recombinant tau filaments, thioflavin S fluorescence, 15 h; filaments grown with octadecylsulfate alongside compound; 71,000 tested, 2% active;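 further: potency means the concentration at half of the fitted maximal effect; on the % scale 0 is the no-effect control and ±100 the full control effect; actives lower thioflavin S fluorescence by blocking filaments or displacing dye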
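Assay mix: 1 uM His-tagged tau, 30 uM sodium octadecylsulfate, thioflavine S dye in HEPES/NaCl/DTT buffer. Compound is added prior to the inducer. Fluorescence after 15 h at 37 C.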
ERK AVP inh = blocks ERK signaling stimulated by vasopressin | HEK293-V1b, vasopressin-stimulated pERK AlphaScreen | Potency, µM (titrated, usually from 57.5 µM), for inactives: top-dose activity, negative = inhibition, usual class: inhibitors | 72,000 tested, 0.99% active | AID 995; further: potency means the concentration at half of the fitted maximal effect; on the % scale 0 is the no-effect control and ±100 the full control effect; nearly all actives have a fitted effect of over 55% in size
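HEK293 cells stably expressing V1b receptor, preincubated 30 min at 37 °C with compound, then stimulated 5 min with 25 nM vasopressin. Phospho-ERK by AlphaScreen SureFire after 5 h RT; normalized to DMSO and vasopressin; AC50 by Hill fit.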
CRE-bla Fsk = modulators of forskolin-stimulated CRE signaling in CHO cells | 71,000 tested, 2.5% active | Potency, µM (series often up to 38.2 µM), inactives show at the top dose activity change, negative = inhibition, usual class: activators | CHO CRE-bla reporter (cAMP response element driving beta-lactamase), forskolin EC10, beta-lactamase ratio; active means well fitted activation curve with a large enough effect in the signal ratio, with a control signal flat, not every such curve was filed as active; inconclusive means small, poorly fitted or top-dose-only effect, or effect the other way, or a change in a side signal; the % refers to the signal ratio; further: potency means the concentration at half of the fitted maximal effect; % of control where 0% means no effect
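Forskolin analogue NKH 477 at EC10 stimulated CRE-driven beta-lactamase in CHO cells alongside compound dilution series. Beta-lactamase was measured with CCF4, excitation 405 nm, emission ratio 460/530 nm.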
HBB splice mod = alters splicing of the hemoglobin beta chain; HBB splicing reporter cell assay, activation; EGFP reporter with mutant IVS2-654 intron; response scale: normalised to 500 nM splice-correcting PNA; Potency, µM (series often up to 46.1 µM), without a hit: top-dose activation, hits mostly activators; 65,000 tested, 0.06% active; AID 925; further: potency means the concentration at half of the fitted maximal effect; 0% is about no effect
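Compounds were applied for 2 days to HeLa EGFP-654 cells, 500/well in Optimem with 2% FCS. The reporter's EGFP is disrupted by mis-splicing of beta-globin intron IVS2-654. Readout: summed well GFP fluorescence from 488 nm laser scanning; reference was 500 nM antisense […] 654 PNA.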
Pol III holo inh = inhibitors of bacterial DNA polymerase III holoenzyme | reconstituted DNA polymerase III holoenzyme replication, biochemical | Potency, µM (titrated, usually from 57.1 µM), inactives show at the highest dose activity change, negative = inhibition | 71,000 tested, 0.25% active; further: potency means the concentration at half of the fitted maximal effect; on the % scale 0 is the no-effect control and ±100 the full control effect
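Reconstituted *E. coli* holoenzyme (0.35 nM Pol III, 1 nM beta, 154 nM SSB, 2 nM primase) was preincubated with compound for 15 min at RT. Synthesis on 1.4 nM ssM13Gori ran 35 min, then was stopped with PicoGreen/EDTA and read as dsDNA fluorescence.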
15-hLO inh = blocks human 15-lipoxygenase activity; P16050; purified 15hLO-1, xylenol orange hydroperoxide absorbance; Potency, µM (highest dose often 57.1 µM), without a hit: at the highest dose activity change, negative = inhibition, hits mostly inhibitors; 74,000 tested, 1.4% active; AID 887; further: potency means the concentration at half of the fitted maximal effect; on the % scale 0 is the no-effect control and ±100 the full control effect; nearly all actives have a fitted effect of over 55% in size
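40 nM 15hLO-1 + cpd, 15 min RT; start w/ 50 uM AA (final), 6 min RT; stop/detect w/ 200 uM XO + 300 uM Fe(II) in 50 mM H2SO4, 30 min; A573/A405. Buffer 25 mM Hepes pH 7.5, 0.01% Triton X-100. No-enzyme wells as negative control.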
Hsp90 Hop PPI = changes Hsp90-Hop TPR2A binding signal, up or down; AlphaScreen TPR2A-His6 binding biotin-Hsp90 C-terminal peptide; Potency, µM (series often up to 57 µM), without a hit: at the highest dose activity change, negative = inhibition; 71,000 tested, 0.44% active; AID 595; active means well fitted curve in either direction with a large enough effect; inconclusive means small, poorly fitted or top-dose-only effect, or another doubt; further: potency means the concentration at half of the fitted maximal effect; on the % scale 0 is the no-effect control and ±100 the full control effect; many of its hits are not listed in these tables
Numbers without * were called inactive; i = inactive; ? = inconclusive; / = no result given; & = joins results of further samples; [ ] = remark or other dose. Unless noted, the call rests on the fitted dose curve; in most records, active means well fitted curve in the direction sought with a large enough effect; inconclusive means small, poorly fitted or top-dose-only effect, or another doubt; inactive means no such curve, though single readings can be large; an effect the other way counts as inactive or inconclusive. These rows are one share of the data; count on the stated rates, not on these rows.

SMILES	Luciferase inh	Texas Red fluor	HADH2 inhib	Rhodamine fluor	Tau filament bind	ERK AVP inh	CRE-bla Fsk	HBB splice mod	Pol III holo inh	15-hLO inh	Hsp90 Hop PPI
CCOC(=O)N1CCN(S(=O)(=O)c2ccc(C(=O)Nc3nc4ccccc4s3)cc2)CC1	1%	i	42%[activator]	i	80%	-25%	-1%	-0.7%	0%	-21%	1%
Fc1cccc(CN2CCCCCCC2)c1	0%	i	4%	i	-6%	-2%	-4%	5.7%	-2%	3%	-4%
COC(=O)[C@H](C)NC(=O)Nc1ccc(OC)c(OC)c1	1%	i	-9%	i	-2%	-9%	?	0.3%	-12%	3%	-4%
COc1ccc(CCn2c(N)cc(=O)[nH]c2=S)cc1OC	0%	i	7%	i	6%	?	?	-0.5%	-2%	8%	-4%
Cn1c(=O)cnc2cnc(OCc3ccccc3)nc21	1%[11.4 µM]	i	-4%	i	-5%	-2%	9%	-0.4%	-5%	9%	0%
Cc1nc2c(C(=O)N3CCN(c4ccccn4)CC3)cnn2c(C)c1Cc1cccc(Cl)c1	2%	?	?	i	26%	?	?	-1.5%[57.5 µM]	-7%	-15%	-3%
Nc1nc2c(ncn2[C@@H]2C=C[C@@H](CO)C2)c(=O)[nH]1	3%[11.4 µM]	i	3%[11.4 µM]	i	0%[11.4 µM]	-14%[11.5 µM]	5%[7.6 µM]	0.8%[9.22 µM]	-1%[11.4 µM]	-1%[11.4 µM]	0%[11 µM]
CCOC(=O)c1ccc(-c2n[nH]c(=O)c3ccccc23)cc1	0%	?	13%	i	13%	-14%	-1%	0.4%	-8%	2%	2%
COc1ccc(C(F)(F)F)cc1NC(=O)c1nc2nc(C)cc(C(F)F)n2n1	-1%	i	21%	i	?	-8%	-2%	-0.6%	-1%	4%	-8%
Cc1c(C(=O)N2CCN(c3ccccn3)CC2)oc2ccccc12	-5%	?	31%[activator]	i	371%	-25%	?	-1.8%	1%	-11%	-3%
COC(=O)CSc1ccc2nnc(-c3ccc(F)cc3)n2n1	-2%	i	-25%	i	-6%	6%	12%	-0.8%	-5%	-10%	1%
Cc1nc2ccccn2c1C(=O)c1ccccc1	-1%	i	-6%	i	-6%	-17%	?	-1.9%	-7%	1%	-2%
CCOC(=O)c1ccc(NC(=O)CSc2nnc(CNC(=O)c3c(F)cccc3Cl)o2)cc1	-11%	i	-6%	i	-10%	-12%	-5%	-1.0%	3%	12%	-3%
N#CCCn1c(SCC(=O)NCC2CCCO2)nc2ccccc21 (stereo not given)	1%	i	-1%	i	9%	-3%	?	-1.6%	-2%	-8%	-1%
CCOC(=O)C1=C(C)NC(C)=C(C(=O)OC)[C@H]1c1cccc([N+](=O)[O-])c1	-2%&-9%	?	1%&4%	i	?	-14%	24%&5%	0.7%	2%&-4%	-7%[25.6 µM]	-18%&-10%
COc1ccccc1N1C(=O)CC(Nc2ccc(N3CCOCC3)cc2)C1=O (stereo not given)	-2%	?	?	i	-27%	?	?	0.0%	-7%	13µM*	-10%
CCn1c(COc2ccccc2C)nnc1SCC(=O)NC1CCCC1	2%	i	8%	i	3%	10%	-3%	-2.2%	6%	8%	1%
Cc1ccc(-n2c(N)c(C(=O)N3CCOCC3)sc2=S)c(C)c1	-3%	?	3.2µM*	i	-7%	6%	-4%	-0.1%[57.5 µM]	9%	?	-9%
CCOCCCNC(=O)C1CCN(C(=O)N(C)C)CC1	1%	i	2%	i	7%	-15%	9%	-0.2%[57.5 µM]	-9%	10%	-2%
Cc1nc2nc(COc3ccccc3)[nH]n2c(=O)c1C	-5%	i	12%	i	3%	5%	-8%	-2.3%[57.5 µM]	-5%	2%	0%
CCCCOC(=O)Nc1nc2ccc(OC)cc2s1	-1%	/	8%[11.4 µM]	/	66%[11.4 µM]	-8%	28%[7.6 µM]	-1.7%[0.0738 µM]	-1%[11.4 µM]	4%[11.4 µM]	-6%[11 µM]
O=C(NCc1ccco1)c1cc(-c2cccnc2)nc2ccccc12	-5%	i	-3%	i	4%	?	16%	-1.0%	-3%	6%	-10%
CCc1cc2c3c(c(=O)oc2cc1OC)CCCC3	1%	?	27%	i	88%	8%	?	-0.9%	-1%	-11%	4%
NC(=O)C1CCN(C(=O)CN2CCN(c3cccc(C(F)(F)F)c3)CC2)CC1	1%	i	20%	i	1%	4%	-11%	0.1%[57.5 µM]	-4%	7%	2%
CCOC(=O)c1c(C)oc2c1c(C(c1cccnc1)N1CCN(C)CC1)c(O)c1ccccc12 (stereo not given)	-3%	?	-22%	i	0%	5%	0%	0.0%[57.5 µM]	-3%	-30%	-3%

A second format for some results above.
The line under a structure holds: Luciferase inh, Texas Red fluor, HADH2 inhib, Rhodamine fluor, Tau filament bind, ERK AVP inh, CRE-bla Fsk, HBB splice mod, Pol III holo inh, 15-hLO inh, Hsp90 Hop PPI
Cc1nc2c(C(=O)N3CCN(c4ccccn4)CC3)cnn2c(C)c1Cc1cccc(Cl)c1
 : 2%, ?, ?, i, 26%, ?, ?, -1.5%[57.5 µM], -7%, -15%, -3%
Nc1nc2c(ncn2[C@@H]2C=C[C@@H](CO)C2)c(=O)[nH]1
 : 3%[11.4 µM], i, 3%[11.4 µM], i, 0%[11.4 µM], -14%[11.5 µM], 5%[7.6 µM], 0.8%[9.22 µM], -1%[11.4 µM], -1%[11.4 µM], 0%[11 µM]

An excerpt from above in order of their number in 15-hLO inh, largest number first.
Structure	15-hLO inh
Fc1cccc(CN2CCCCCCC2)c1	3%
Cc1nc2ccccn2c1C(=O)c1ccccc1	1%
COC(=O)CSc1ccc2nnc(-c3ccc(F)cc3)n2n1	-10%
CCc1cc2c3c(c(=O)oc2cc1OC)CCCC3	-11%
CCOC(=O)N1CCN(S(=O)(=O)c2ccc(C(=O)Nc3nc4ccccc4s3)cc2)CC1	-21%

Remaining list, next part
SMILES	Luciferase inh	Texas Red fluor	HADH2 inhib	Rhodamine fluor	Tau filament bind	ERK AVP inh	CRE-bla Fsk	HBB splice mod	Pol III holo inh	15-hLO inh	Hsp90 Hop PPI
CCc1nnc(NC(=O)CSc2nnc(-c3c[nH]c4ccccc34)n2CCOC)s1	-6%	i	-19%	i	1%	-5%	-9%	1.2%[0.369 µM]	3%	5%	-1%
CN(C)c1ncc2nc(-c3ccccc3)c(=O)n(Cc3cccs3)c2n1	1%[11.4 µM]	i	14%	i	32%	21%	?	-1.2%	-10%	-12%	?
COc1ccc2c(CC(=O)Nc3ccc(OC)c(NS(=O)(=O)c4ccc(F)cc4)c3)coc2c1	-2%	i	11%	i	3%	23%	?	-4.9%	-1%	-4%	-5%
Cc1cc(Nc2ccc3c(c2)OCCO3)n2nc(C)nc2n1	-1%	/	-4%	/	-5%	-19%	?	-0.1%	-4%	4%	-2%
CCc1nnc(NC(=O)Cn2ccc(C(F)(F)F)n2)s1	4%	i	2%	i	-3%	12%	-5%	0.8%[57.5 µM]	-2%	14%	0%
CC(=O)N1CCc2cc(Br)cc(S(=O)(=O)NCc3ccccn3)c21	1%	i	4%	i	6%	26%	-3%	-0.5%	-5%	20%	-13%
CN1C(=O)Cc2cc(S(=O)(=O)N3CCOCC3)ccc21	1%	i	0%	i	5%	13%	-1%	0.2%	-2%	0%	-3%
O=c1nc(-c2ccccc2)n(-c2ccccc2)c2ncccc12	-3%	i	5%	i	-4%	-24%	13%	2.1%[0.369 µM]	-1%	1%	-4%
CCCc1nc2c(sc3nc4c(cc32)COC(C)(C)C4)c(=O)n1Cc1ccco1	-9%	?	?	i	6%	-13%	6%	-2.2%	-4%	-12%	-6%
CCOC(=O)C1CCN(C(=O)CCc2nc3ccccc3[nH]2)CC1	0%	?	12%	i	3%	-25%	?	-3.6%	-2%	17%	-1%
C[C@@H](CN(C)C)CN1c2ccccc2CCc2ccccc21	0%[25.5 µM]	i	?	i	-23%[25.6 µM]	1%[25.7 µM]	-11%[17.1 µM]	1.6%[20.6 µM]	-7%[25.6 µM]	5%[25.6 µM]	-4%[26 µM]

Screens (PubChem)
